Screens deposited in PubChem by National Center for Advancing Translational Sciences (NCATS).
FLuc counter: inhibits or activates purified firefly luciferase, miR-21 counter-screen. P08659. purified FLuc, Km substrates, luminescence inhibition. Potency, µM (doses to about 57.5 µM), inactives show top-dose activity change, negative = inhibition, usual class: inhibitors. hit rate 6.9% among 360,000. AID 588342;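 also: potency is read from the fitted curve at half-maximal effect; plate controls were vehicle for no effect and reference inhibitor for full effect; nearly all actives have a fitted effect of over 55% in size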
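Biochemical qHTS of compounds, final roughly 60 µM downward over six points, against 10 nM purified firefly luciferase using Km concentrations of substrates (10 uM D-luciferin, 10 uM ATP) in Tris acetate pH 7.5 buffer; luminescence output.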
Gal4-VP16 FLuc: inhibits Gal4-VP16 luciferase reporter, ROR gamma counter-screen; Drosophila S2 Gal4-VP16 UAS-luciferase, luminescence, 20 h; Potency, µM (highest dose often 53.6 µM), for the others: top-dose activity, negative = inhibition, actives largely listed as inhibitors; hit rate 3.5% among 310,000;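 also: Gal4-VP16 expression switched on by copper sulfate through the metallothionein promoter; potency is read from the fitted curve at half-maximal effect; % is scaled to controls: 0 for no effect and ±100 for the full control effect; nearly all actives have a fitted effect of over 50% in size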
KCNH2 3.1 inh: KCNH2 3.1 (human) potassium channel inhibition. activity change, % (tested at about 1.8 µM). U2OS KCNH2 3.1, thallium flux FluxOr; stronger effect = lower value. hit rate 0.95% among 340,000;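 active = maximum activity change below -70%; inconclusive = maximum activity change from -70% to -50%; inactive = maximum activity change above -50%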;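 also: thallium influx rate constant from kinetic fluorescence after stimulation buffer; % is scaled to controls: 0 for no effect and ±100 for the full control effect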
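Thallium flux via FluxOr fluorescence (Red40 quencher, 45 min loading) in U2OS cells virally expressing the KCNH2 3.1 isoform (1.77 x 10^8 /mL virus, overnight at 37 C). Rate constants from 2-min kinetic reads post-stimulation, normalised to positive and negative controls.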
NPC1 prom act: activators of NPC1 promoter; Potency, µM (series often up to 9.22 µM), for inactives: at the top dose activation, actives largely listed as activators; Huh7 NPC1 promoter luciferase reporter, 24 h; hit rate 2.4% among 320,000;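 also: potency is read from the fitted curve at half-maximal effect; % of control where 0% means no effect; nearly all actives have a fitted effect of over 60% in size; reporter is driven by a mutant NPC1 promoter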
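Cells: Huh7 expressing luciferase under the NPC1 promoter, 1500/well. Seeded 2 h, compound added, incubated 24 h at 37 °C. Luciferase reagent, 10 min ambient, then luminescence.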
RORgamma inh: inhibitors of mouse ROR gamma transcriptional activity; hit rate 5.4% among 310,000; Potency, µM (highest dose often 53.6 µM), inactives show at the highest dose activity change, negative = inhibition, usual class: inhibitors; AID 2551; Drosophila S2 Gal4-RORgamma UAS-luciferase reporter, 20 h; P51450; also: potency is read from the fitted curve at half-maximal effect; % is scaled to controls: 0 for no effect and ±100 for the full control effect; nearly all actives have a fitted effect of over 60% in size
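Using a luciferase readout, inhibitors were identified by reduced reporter activity in Drosophila cells coexpressing a copper-inducible Gal4–ROR gamma fusion and UAS-driven Photinus luciferase, incubated 20 hr after 700 uM copper sulfate.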
ELG1 DNA repair: inhibitors of ELG1-dependent DNA repair in HEK293T cells; HEK293T ELG1-luciferase reporter, luminescence, 16 h; DNA damage induced by 5-fluorouridine; Potency, µM (series often up to 46.1 µM), inactives show at the highest dose activity change, negative = inhibition, actives largely listed as inhibitors; hit rate 2.3% among 330,000; also: potency is read from the fitted curve at half-maximal effect; % is scaled to controls: 0 for no effect and ±100 for the full control effect; nearly all actives have a fitted effect of over 55% in size
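Luminescence from the luciferase reporter, measured 30 min after ONE-Glo reagent at room temperature, was the read-out. Beforehand, 2,000 cells per well were exposed for 16 hr at 37 °C to 5-fluorouridine together with compound or vehicle.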
Mito fusion yeast: blocks mitochondrial division or promotes mitochondrial fusion | Potency, µM (top dose mostly 46.1 µM), for the others: at the top dose growth rescue (activation), most hits filed as activators | hit rate 0.23% among 320,000 | S. cerevisiae fusion-defective mutant growth rescue, CellTiterGlo 48 h | AID 485298;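 also: potency is read from the fitted curve at half-maximal effect; % of control where 0% means no effect; nearly all actives have a fitted effect of over 45% in size; temperature-sensitive fusion mutants such as fzo1-1 at 37 °C on non-fermentable ethanol glycerol medium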
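Luminescent cell viability in 1536-well qHTS format served as the measure of rescued growth in ts fusion-mutant S. cerevisiae cultured on non-fermentable YPEG for 48 hours at 37C.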
PKM2 activator: increases activity of human pyruvate kinase M2 | P14618 | purified PKM2, Kinase-Glo ATP luminescence, activation; response scale: 0% is enzyme alone, no compound | Potency, µM (titrated, usually from 57.5 µM), without a hit: at the top dose activation, actives largely listed as activators | hit rate 0.34% among 260,000; also: potency is read from the fitted curve at half-maximal effect; % is scaled to controls: 0 for no effect and ±100 for the full control effect; nearly all actives have a fitted effect of over 55% in size
Target sequence (P14618 whole entry, looked up): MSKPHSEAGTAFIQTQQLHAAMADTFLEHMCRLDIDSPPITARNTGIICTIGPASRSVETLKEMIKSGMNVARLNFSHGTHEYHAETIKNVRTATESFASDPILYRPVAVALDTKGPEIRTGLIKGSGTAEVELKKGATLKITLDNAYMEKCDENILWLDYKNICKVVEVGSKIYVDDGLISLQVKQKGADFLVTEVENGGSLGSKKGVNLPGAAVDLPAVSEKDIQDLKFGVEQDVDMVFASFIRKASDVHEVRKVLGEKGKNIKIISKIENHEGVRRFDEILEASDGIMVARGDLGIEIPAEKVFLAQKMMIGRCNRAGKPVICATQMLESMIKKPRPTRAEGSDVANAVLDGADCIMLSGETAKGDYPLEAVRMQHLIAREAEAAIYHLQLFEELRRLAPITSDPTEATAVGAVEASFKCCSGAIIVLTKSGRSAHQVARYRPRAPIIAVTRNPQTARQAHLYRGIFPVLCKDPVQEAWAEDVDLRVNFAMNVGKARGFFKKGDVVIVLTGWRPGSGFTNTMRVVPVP
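Kinase-Glo luminescence reports ATP generated from ADP (0.1 mM) and PEP (0.5 mM) by purified hPK-M2 after 1 h at room temperature, pH 7.2 imidazole buffer; intermediate enzyme activity allows detecting inhibitors and activators.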
Rab9 promoter act: activates the Rab9 promoter. Potency, µM (highest dose often 9.22 µM), inactives show at the top dose activation, negative = inhibition, actives largely listed as activators. Huh7 Rab9 promoter-luciferase reporter, luminescence, 24 h. hit rate 2.8% among 320,000. AID 485297; also: potency is read from the fitted curve at half-maximal effect; % of control where 0% means no effect; nearly all actives have a fitted effect of over 60% in size
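Stable Rab9-luc Huh7, 1500 cells/well, 2 h settle; cmpd in DMSO, 24 h, 37 °C/5% CO2; luciferase reagent 10 min RT; luminescence.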
Menin MLL FP TR: menin-MLL binding inhibition, Texas Red mutant peptide; O00255; Menin + Texas Red MLL mutant peptide, fluorescence polarization; Potency, µM (titrated, usually from 61.6 µM), for the others: at the highest dose FP activity change, negative = inhibition, actives largely listed as inhibitors; hit rate 0.23% among 270,000; active = well fitted inhibition curve with a large enough effect in the polarisation, with a control signal flat, not every such curve was filed as active; inconclusive = small, poorly fitted or top-dose-only effect, or effect the other way, or a change in a side signal; inactive = no such curve, though single readings can be large or run the other way; the % refers to the polarisation; also: potency is read from the fitted curve at half-maximal effect; % of control where 0% means no effect; many of its hits are not listed in these tables
Target sequence (O00255 whole entry, looked up): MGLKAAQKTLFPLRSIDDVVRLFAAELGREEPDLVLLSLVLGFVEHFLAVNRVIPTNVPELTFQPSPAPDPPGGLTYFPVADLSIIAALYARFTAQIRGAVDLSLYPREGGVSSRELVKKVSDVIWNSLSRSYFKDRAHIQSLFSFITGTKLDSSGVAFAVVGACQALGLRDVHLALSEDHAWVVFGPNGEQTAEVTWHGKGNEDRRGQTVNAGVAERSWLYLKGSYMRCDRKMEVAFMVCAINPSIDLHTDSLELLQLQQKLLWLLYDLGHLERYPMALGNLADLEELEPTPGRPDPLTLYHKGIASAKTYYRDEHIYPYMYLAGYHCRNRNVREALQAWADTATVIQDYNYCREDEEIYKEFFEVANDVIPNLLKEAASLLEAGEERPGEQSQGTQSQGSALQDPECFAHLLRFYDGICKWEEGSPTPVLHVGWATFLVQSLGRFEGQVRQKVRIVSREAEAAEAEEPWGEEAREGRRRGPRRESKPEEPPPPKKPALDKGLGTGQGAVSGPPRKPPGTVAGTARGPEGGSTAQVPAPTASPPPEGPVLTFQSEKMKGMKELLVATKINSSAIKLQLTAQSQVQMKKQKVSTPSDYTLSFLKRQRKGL
MBNL1 CUG block: MBNL1-poly(CUG) RNA binding inhibition. Q9NR56. TR-FRET MBNL1-His/biotin-(CUG)12 binding, 665/545 ratio. Potency, µM (series often up to 57.5 µM), for inactives: at the top dose activity change, negative = inhibition, hits mostly inhibitors. hit rate 0.036% among 280,000. AID 2675; active = well fitted inhibition curve with a large enough effect in the signal ratio, with a control signal flat, not every such curve was filed as active; inconclusive = small, poorly fitted or top-dose-only effect, or effect the other way, or a change in a side signal; inactive = no such curve, though single readings can be large or run the other way; the % refers to the signal ratio; also: potency is read from the fitted curve at half-maximal effect; % is scaled to controls: 0 for no effect and ±100 for the full control effect
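TR-FRET readout: Ex 340 nm, 665/545 nm emission ratio, normalized to buffer-only (basal) and MBNL1-(CUG)12 controls. Complex of MBNL1-His with Biotin-(CUG)12, compounds 92 nM–58 uM, incubated 60 min at room temperature.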
Starred values were filed as active, the others as inactive; ? = inconclusive; . = no result given; [ ] = another dose, or the depositor's remark. Unless noted, calls follow the shape of the dose curve; as a rule, active = well fitted curve in the direction sought with a large enough effect; inconclusive = small, poorly fitted or top-dose-only effect, or another doubt; inactive = no such curve, though single readings can be large; an effect the other way counts as inactive or inconclusive. Only part of the results is shown; the hit share may differ from the screen's.

SMILES	FLuc counter	Gal4-VP16 FLuc	KCNH2 3.1 inh	NPC1 prom act	RORgamma inh	ELG1 DNA repair	Mito fusion yeast	PKM2 activator	Rab9 promoter act	Menin MLL FP TR	MBNL1 CUG block
CC(=O)Nc1ccc(S(=O)(=O)N2CCCC2C(=O)Nc2ccc3c(c2)OCCO3)cc1 (stereo unspecified)	2%	-5%	-20	-4%	-16%	-19%	2%	5%	-1%	17%	-6%
CCOC(=O)N1CCN(C(=O)/C(=C/c2ccc(OC)cc2)NC(=O)c2ccccc2)CC1	7%	-1%	-18	1%	-16%	0%	0%	2%	2%	-3%	5%
C/C=C(\C)CN1CCN(c2cc(C)ccc2C)CC1	1%	?	-2	1%	-3%	4%	-1%	13%	3%	-1%	-14%
NC(=O)C1CCN(C(=O)c2cnn(-c3ccccc3)c2NC(=O)c2cccc(F)c2)CC1	1%	3%	4	0%	5%	-9%	0%	0%	1%	-20%	-4%
Cc1cccc(COc2ccccc2C(=O)OCC(=O)N(C)c2c(N)n(Cc3ccccc3)c(=O)[nH]c2=O)c1	-18%	0%	2	-4%	4%	21µM*	-2%	-3%	16%	.	0%
Cn1c(=O)c2c(nc(NCc3ccc4c(c3)OCO4)n2Cc2ccccc2)n(C)c1=O	-1%	7.1µM*	-9	-5%	-37%	16µM*	12%	5%	-22%	-10%	4%
CCOC(=O)C1CCCN(CC(=O)Nc2c(F)c(F)c(F)c(F)c2F)C1 (stereo unspecified)	2%	-2%	3	6%	10%	?	23%	-2%	-2%	-1%	-9%
COc1cc(OC)cc(OC(=O)c2ccc3c(=O)n4c(nc3c2)CCC4)c1	15µM*	.	-16	3%	.	5%	1%	.	0%	.	.
O=C(N/C(=C\c1ccc(Br)cc1)C(=O)N1CCOCC1)c1ccc([N+](=O)[O-])cc1	-1%	15%	-30	-3%	-13%	9%	2%	.	-2%	-2%	?
Cc1ccc(S(=O)(=O)CCSc2nccn2C)cc1	0%	4%	0	0%	-6%	9%	-2%	13%	-1%	.	-10%
O=C(Nc1ncc(S(=O)(=O)c2ccc([N+](=O)[O-])cc2)s1)c1cccnc1	-8%	-6%	-5	2%	-5%	-3%	0%	11%	12%	.	?
Cc1ccsc1/C=N/NC(=O)c1nnn(-c2nonc2N)c1-c1ccccc1	-15%	20µM*	4	-4%	7.1µM*	?	9%	.	-6%	.	20%
O=C(NC1CC1)C(=O)c1c[nH]c2ccccc12	-1%	.	19	18%	.	?	1%	-1%	18%	17%	15%
Cc1nn(Cc2ccccc2)c(C)c1/C=N/NC(=O)c1ccccc1O	7.6µM*	18µM*	19	-8%	11µM*	?	5%	4%	-8%	.	-3%
Cc1ccccc1NC(=O)C1CCC(=O)N1 (stereo unspecified)	-4%	5%	-8	7%	5%[1.91 µM]	6%	10%	?	2%	-2%	-11%
COc1ccc(C2CC(C(F)(F)F)n3ncc(C(=O)NCC4CCCO4)c3N2)cc1OC (stereo unspecified)	0%	-3%	5	2%	-22%	-30%	3%	-2%	-7%	18%	3%
Cc1ccc(NC(=O)Cc2ncon2)cc1Cl	15µM*	9%	-2	8%	3%	?	-2%	1%	17%	.	4%
Cc1onc(-c2ccccc2)c1C(=O)c1c[nH]c(C(=O)NCCCN2CCOCC2)c1	-1%	-3%	-5	0%	-3%	-1%	12%	0%	-10%	12%	-10%
Cc1ccc(NC(=O)CN2CCC(NC(=O)c3ccccc3F)CC2)cc1C	3%	-4%	0	3%	17%	-6%	-3%	1%	6%	-19%	-8%
Cc1cc(C)c(NC(=S)NC(=O)c2c(Cl)c(C)nn2C)c([N+](=O)[O-])c1	4%	?	-4	-3%	20µM*	15%	17%	0%	-7%	0%	14%
COC(=O)c1ccc(CN2CCCC(CNC(=O)Cc3ccc(OC)cc3)C2)cc1 (stereo unspecified)	4%	1%	10	2%	1%	-3%	-1%	-1%	-3%	2%	-7%
CC(=O)CCc1c(C)nc2ccc(C)cc2c1Cl	-13%	-2%	-2	-3%	3%	7%	4%	?	13%	-19%	3%
CCCCn1c(CCCNC(=O)CC)nc2ccccc21	0%	20%	18	-1%	-15%	6%	8%	-9%	-9%	-16%	-10%
CN(c1ccc(OCC(=O)Nc2ccc3[nH]c(=O)[nH]c3c2)cc1)S(=O)(=O)c1ccc(Cl)cc1	7%	-8%	-5	7%	19%	0%	-3%	13%	-3%	4%	-5%
CCc1ccc(N2CC(C(=O)Nc3ccc4c(c3)OCO4)CC2=O)cc1 (stereo unspecified)	0%	.	12	-6%	.	26%	-2%	.	-1%	.	.

More structures
SMILES	FLuc counter	Gal4-VP16 FLuc	KCNH2 3.1 inh	NPC1 prom act	RORgamma inh	ELG1 DNA repair	Mito fusion yeast	PKM2 activator	Rab9 promoter act	Menin MLL FP TR	MBNL1 CUG block
O=C(NCCNC(=O)c1ccc(Cl)cc1Cl)c1ccccn1	-1%	-4%	-3	-2%	0%	0%	3%	.	7%	-14%	1%
Cc1cc(C)cc(NC(=O)c2ccc(Cn3nc(C)c(Cl)c3C)o2)c1	-8%	-14%	9	-4%	?	21µM*	?	1%	-2%	5%	6%
CSc1nsc(/C=C/Nc2ccc(F)cc2)c1C#N	-13%	2%	0	-7%	-19%	-3%	0%	0%	1%	?	.
CC(=O)NS(=O)(=O)c1ccc(NC(=O)c2ccc(Cl)cc2[N+](=O)[O-])cc1	-2%	7%[10 µM]	10	-1%	5%	5%	-4%	0%	-4%	12%	?
CCOC(=O)c1c(NC(=O)Cc2ccccc2)sc2c1CCN(C)C2	0%	-26%	-3	-4%	36%	0%	-5%	1%	0%	-14%	1%
CCOC(=O)C1(CCc2ccccc2)CCN(Cc2cccc3nccnc23)CC1	3%	-23%	-99*	-3%	-28%	?	-7%	-4%	-2%	?	-4%
COC(=O)c1cccc(NC(=O)CN(c2ccc3c(c2)OCO3)S(C)(=O)=O)c1C	-6%	2%	0	10%	0%	?	?	-12%	10%	3%	-5%
Cc1ccc(C)c(C(=O)CN2C(=O)C(=O)N(C3CCCC3)C2=O)c1	.	.	11	-13%	.	2%	0%	.	-2%	.	.
CC(C)C(OC(=O)c1nsc(Cl)c1Cl)C(=O)NCC1CCCO1 (stereo unspecified)	0%	-8%	4	-2%	-7%	1%	0%	-1%	20%	12%	0%
Cc1nn2c(N)c(C#N)cnc2c1-c1ccccc1	?	?	8	2%	?	?	16%	-1%	8%	-21%	78%[activator]
O=[N+]([O-])c1ccc(N2CCN(S(=O)(=O)Cc3ccccc3)CC2)cc1N1CCOCC1	0%	1%	-2	-4%	38%	?	-2%	0%	-2%	15%	16%
O=C(CSc1nnnn1Cc1ccccc1)c1ccccc1F	-5%	1%	1	-2%	14%	?	1%	6%	20%	33%[activator]	-6%
CCCCN(C(=O)CCC(=O)OCC(=O)NCc1ccccc1)c1c(N)n(CCC)c(=O)[nH]c1=O	-4%	.	-2	-2%	.	18%	0%	.	1%	.	.
COc1ccc(N2CCN(C(=O)CCNC(=O)c3ccc(Br)cc3)CC2)cc1	0%	.	8	4%	.	?	-10%	.	-3%	.	.
COCCNC(=S)N1CCC(C(=O)c2ccc(C)cc2)CC1	0%	4%	-1	0%	0%	1%	2%	-3%	0%	?	-2%
Cc1ccc(S(=O)(=O)N(C)CC(=O)Nc2nc3ccccc3s2)cc1	-14%	-81%	-15	8%	?	?	?	0%	0%	57%[activator]	7%
NC(=O)c1sc2nc3c(c(-c4cccnc4)c2c1N)CCC3	-3%	2%	-21	-2%	?	?	1%	-1%	-4%	10%	?
COc1ccc(-n2nnnc2SCC(=O)NCCc2ccc(OC)c(OC)c2)cc1	2%	-4%	1	-2%	?	-17%	2%	4%	-7%	-7%	-6%
CCC(c1nnnn1Cc1ccc(OC)cc1)N1CCN(c2ccc(OC)cc2)CC1 (stereo unspecified)	0%	2%	-6	-8%	37%	-14%	3%	2%	-17%	5%	-10%
Cc1ccc(C(=O)C2CCN(CC(=O)Nc3ccc(N(C)C)cc3)CC2)cc1	3%	3%	15	-1%	7%	?	1%	-3%	0%	1%	2%
Cc1ccccc1NC(=O)CSc1nc(N)c(C#N)c(-c2cccs2)c1C#N	0%	-16%	-3	-5%	-45%	-25%	1%	-13%	-1%	?	?
CCOCCCNC(=O)CN1C(=O)/C(=C\c2ccc(C)cc2)Sc2ccccc21	-11%	25%	1	1%	12%[10 µM]	?	13%	-15%	-2%	-4%	.
